HCV inh: inhibitors of hepatitis C virus infection | Huh7.5.1 HCVcc-Cre infection, luciferase reporter, 44 h | Potency, µM (doses to about 41.8 µM), without a hit: top-dose activity change, negative = inhibition, usual class: inhibitors | 3.4% of 340,000 active | AID 651820; note: potency is the fitted concentration of half-maximal effect
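Compounds are dispensed onto cells plated 4 h earlier at 1,000 per well, with HCVcc-Cre virus (about 0.5 moi) added next. Following 44 h of culture, luminescent signal is measured for 15 sec after 15 min with substrate at room temperature.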
Sm TGR block: blocks Schistosoma mansoni thioredoxin glutathione reductase; Q962Y6; purified TGR, DTNB reduction, TNB absorbance 405 nm; Potency, µM (highest dose often 114 µM), inactives show at the highest dose activity change, negative = inhibition, usual class: inhibitors; 3% of 360,000 active; AID 485364; note: potency is the fitted concentration of half-maximal effect; nearly all actives have a fitted effect of over 60% in size
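First, TGR (20 nM dispensed) and NADPH were mixed with compound. Second, a 15 min room-temperature incubation followed. Third, further NADPH and then DTNB were added to start the reaction. Finally, TNB absorbance was monitored kinetically.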
AMA1-RON2 inh: disrupts binding of P. falciparum AMA1 to RON2. AID 720542. 0.2% of 360,000 active. Potency, µM (series often up to 58.2 µM), for the others: at the top dose activity change, negative = inhibition, hits mostly inhibitors. AlphaScreen AMA1-biotinylated RON2 peptide binding;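 note: potency is the fitted concentration of half-maximal effect; 0% = vehicle wells and -100% = peptide control; nearly all actives have a fitted effect of over 45% in size; some results filed as inactive show a strong effect at the top dose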
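AMA1 (3D7) with his tag at 25 nM final met compounds first, then biotinylated RON2 peptide at 25 nM; detection used donor plus acceptor beads, 10 µg/mL apiece, read by AlphaScreen after 30 min at room temperature.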
HCMV antiviral: inhibitors of human cytomegalovirus; 4.5% of 410,000 active; HFF cells, HCMV-luciferase reporter, 72 h; hits give low values; activity change, negative = inhibition, % at 57.5 µM; in the data active = activity change below about -60%; inconclusive = no clear call, values can overlap the other calls; inactive = above about -39%
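Compounds were evaluated in HFFs infected with an HCMV luciferase reporter virus (MOI 1 PFU/cell). Luciferase in lysates collected 72 h post infection served as the replication measure.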
AmpC inh detg: AmpC beta-lactamase inhibition with detergent present; AmpC hydrolysis of nitrocefin, absorbance 480 nm, 0.01% Triton; P00811; AID 485294; 0.041% of 370,000 active; Potency, µM (series often up to 114 µM), without a hit: top-dose activity change, negative = inhibition, hits mostly inhibitors;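 note: potency is the fitted concentration of half-maximal effect; 0% = no-compound wells and -100% = no-enzyme wells; nearly all actives have a fitted effect of over 25% in size; some results filed as inactive show a strong effect at the top dose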
Target sequence (P00811 whole entry, looked up): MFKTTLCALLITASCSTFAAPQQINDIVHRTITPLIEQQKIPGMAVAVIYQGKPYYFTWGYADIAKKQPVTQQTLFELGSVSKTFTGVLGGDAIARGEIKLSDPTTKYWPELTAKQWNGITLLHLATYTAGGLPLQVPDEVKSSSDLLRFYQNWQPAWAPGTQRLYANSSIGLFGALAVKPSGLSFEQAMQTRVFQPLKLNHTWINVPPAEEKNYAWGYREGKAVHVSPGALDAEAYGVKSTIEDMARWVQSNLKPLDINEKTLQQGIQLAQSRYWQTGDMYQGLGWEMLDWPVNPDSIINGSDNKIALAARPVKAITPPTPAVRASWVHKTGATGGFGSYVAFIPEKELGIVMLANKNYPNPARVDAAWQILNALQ
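AmpC (5.3 nM in the dispensed reagent) in 20 mM phosphate pH 7.0 with 0.01% (detergent screen) or 0.0001% Triton X-100 was preincubated with compounds for 15 min at room temperature. Nitrocefin was then added from an 800 uM solution, and hydrolysis was followed at 480 nm.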
FBPA Giardia inh: Giardia lamblia aldolase inhibition. A8B2U2. Potency, µM (highest dose often 59.6 µM), for inactives: at the top dose activity, negative = inhibition, usual class: inhibitors. purified Giardia FBPA. 0.71% of 290,000 active. AID 2451; note: potency is the fitted concentration of half-maximal effect; nearly all actives have a fitted effect of over 55% in size
Target sequence (A8B2U2 whole entry, looked up): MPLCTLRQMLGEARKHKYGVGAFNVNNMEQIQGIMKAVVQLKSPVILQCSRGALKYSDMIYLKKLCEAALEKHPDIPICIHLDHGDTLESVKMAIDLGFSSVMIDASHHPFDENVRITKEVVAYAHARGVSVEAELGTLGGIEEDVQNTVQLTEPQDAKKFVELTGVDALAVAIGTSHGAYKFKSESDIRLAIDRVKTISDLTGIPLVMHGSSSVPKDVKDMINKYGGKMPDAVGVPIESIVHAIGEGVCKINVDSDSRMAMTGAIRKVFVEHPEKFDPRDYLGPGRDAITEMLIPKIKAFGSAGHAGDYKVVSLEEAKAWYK
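Giardia FBPA (40 nM reagent) was preincubated 10 min at RT with compound (up to 57.5 uM final), then substrate plus GAPDH/TPI/NAD/arsenate coupling system with diaphorase/resazurin was added; resorufin fluorescence (525/598 nm) was read after 20 min.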
* hit, by the source's call; ? = inconclusive; · = not tested or not shown; & = joins results of further samples; [ ] = another dose, or the depositor's remark. Unless noted, calls come from the whole dose curve; as a rule, active = well fitted curve in the direction sought with a large enough effect; inconclusive = small, poorly fitted or top-dose-only effect, or another doubt; inactive = no such curve, though single readings can be large; an effect the other way counts as inactive or inconclusive. Unless noted, % is set by controls: 0 for no effect and ±100 for the full control effect.

SMILES | HCV inh | Sm TGR block | AMA1-RON2 inh | HCMV antiviral | AmpC inh detg | FBPA Giardia inh
COc1ccc(/C(N)=N/OC(=O)c2ccc3c(c2)OCO3)cc1 | ? | ? | 12% | 184 | ? | -4%
c1ccc(-n2ncc3c(NCCN4CCOCC4)ncnc32)cc1 | -1% | -1% | 4% | 117 | ? | -4%
CCN(CC)S(=O)(=O)c1nnc(NC(=O)c2ccccc2Cl)s1 | · | 0% | · | -14 | 25% | ·
Cc1ccc(-n2nnnc2CNC(=O)c2ccccc2S(C)(=O)=O)cc1C | · | 4% | · | -25 | 19% | ·
CC1CCN(S(=O)(=O)c2ccc(NC(=O)CN3CCCC(C)C3)cc2)CC1 (centres undefined) | -21% | -3% | 0% | -12 | 4% | 0%
CCOC(=O)/C(C#N)=C/c1ccc(OC(=O)c2ccco2)c(OCC)c1 | 11% | 4% | 21% | -5 | -2% | -8%
Cc1cccc(C)c1NC(=O)C1c2ccccc2Oc2ccccc21 | 24% | 3% | 6% | -4 | 0% | 6%
CCC(CO)Nc1ncnc2c1cnn2-c1ccc(OC)cc1 (centres undefined) | -11% | -13% | -8% | 110 | -10% | -1%
Cc1c(C(=O)OCC(=O)N2c3ccccc3CC2C)oc2ccccc12 (centres undefined) | -24% | -2% | -2% | 32 | -5% | -1%
COc1ccc(N2C(=O)C(OC(C)=O)C2c2ccc(C)cc2)cc1 (centres undefined) | 12% | -1% | 1% | -64* | ? | -2%
Nc1nc(N)c2sc3nc(C(F)(F)F)cc(C(F)(F)F)c3c2n1 | 7% | -19% | 3% | -13 | -3% | 1%
O=S(=O)(NCC(c1ccco1)N1CCN(c2ccc(F)cc2)CC1)c1ccccc1 (centres undefined) | · | 7% | · | 6 | -2% | ·
Cc1cc(C)nc(N2C(=O)CC(C(=O)O)NC2=NCCc2c[nH]c3ccccc23)n1 (centres undefined) | 24% | 0% | 3% | 2 | -13% | 3%
CN(C)c1ccc(N2C(=O)CSC2=S)cc1 | 8% | -14% | -23% | ? | -1% | 1%
CCOC(=O)c1sc(NS(=O)(=O)c2ccc(F)cc2)nc1C | 0% | 0% | 25% | -39 | -7% | 21%
COc1cc(CN2CCNC(=O)C2CC(=O)NCCCN2CCOCC2)cc(OC)c1 (centres undefined) | 5% | ? | 8% | -14 | -14% | ·
CCN(CC(=O)NC1CCCC1)S(=O)(=O)c1ccc(Br)cc1 | · | 0% | 2% | 20 | ? | ·
CC1=C(C(=O)OCC(C)C)C2(O)C(=O)c3ccccc3C2(O)N1 (centres undefined) | 16% | -7% | -6% | -13 | 1% | -10%
COCCNC(=O)C1(C)C=CC2(CCCCC2)N1C(=O)c1ccccc1 (centres undefined) | -15%[8.37 µM] | -5% | 4% | 7 | ? | -1%&9%
CCc1ccc(C2=CC(c3cccc(OC)c3OC)n3c(nc4ccccc43)N2)cc1 (centres undefined) | · | -11% | · | 22 | -4% | ·
Cc1ccc(S(=O)(=O)NNC(=O)c2ccc(O)cc2)cc1 | 0% | 13% | 21% | -26 | 3% | -2%
CC1(C)Cc2c(C#N)c(N)sc(=S)c2CS1 | -13% | 32µM* | -12% | -6 | -1% | ?
COc1ccc(C)c2sc(N(Cc3cccnc3)C(=O)c3cccs3)nc12 | · | -8% | · | 0 | -3% | ·
CCCn1c(SCC(=O)Nc2c(C)cccc2CC)nnc1C(C)C | 11% | 2% | 12% | -19 | 3% | 2%
Cn1cnc2cc(NCc3ccccc3Cl)ccc21 | 1% | 0% | -22% | 22 | ? | 3%
COc1ccc(Cc2noc(CN(C)CC3CCN(Cc4ccccc4)CC3)n2)cc1OC | -20% | -2% | -6% | -21 | -1% | 1%
Clc1ccccc1C1SCC2Nc3ccccc3CN21 (centres undefined) | -26% | 2% | -7% | 37 | 5% | -10%
COc1ccc(NS(=O)(=O)c2cc(NC(=O)c3ccc(C)s3)ccc2N2CCOCC2)cc1 | -26% | 11% | -5% | 0 | 13% | -8%
Cc1cccn2c(=O)c(C=O)c(N3CCSCC3)nc12 | -13% | -25% | 7% | -29 | 3% | 4%
CCN(CC)C(=S)SCC(=O)Nc1nc(=O)c2ccccc2s1 | 1% | 0% | -6% | 47 | -10% | -12%
Cc1ccc(C)c(S(=O)(=O)Nc2ccc(S(=O)(=O)Nc3onc(C)c3C)cc2)c1 | 6%&13% | 20% | -4% | -4 | ? | 17%
CCOc1ccc(NC(=O)CCNS(=O)(=O)c2ccc(Br)s2)cc1 | 1% | 0% | -3% | -22 | -1% | 1%
Cc1ccn2cc(CCNC(=O)CC3CCCCC3)nc2c1 | 13% | 11% | -2% | 54 | -6% | 0%
CCn1c(SCC(=O)Nc2ccccc2N2CCCCC2)nc2c1c(=O)n(C)c(=O)n2C | ? | 0% | 0% | -69* | -12% | -2%
C[C@H](NC(=O)c1[nH]cnc1C(=O)Nc1ccc(CNC(=O)OC(C)(C)C)cc1)C(=O)OC(C)(C)C | ? | 0% | 175%[activator] | 32 | 2% | ?
Nc1nc(-c2ccccc2)c(CCCOc2ccc([N+](=O)[O-])cc2)c(=O)[nH]1 | -7% | · | 9% | -34 | · | ·
CCCCCCc1ccc(N2C[C@H](Cc3ccccc3)[C@@H](CC(=O)NCc3ccc(OC)cc3)C2=O)cc1 | 2.8µM* | -17% | -6% | 179 | ? | 1%
CCOC(=O)c1cc(OC(=O)c2ccc(C)cc2)n(-c2ccccc2)n1 | · | 6% | · | 64 | 17% | ·
CCOc1ccc(CN(C)CC(=O)NNC(=O)c2ccc(Cl)cc2)cc1OC | ? | 7% | 14%[2.32 µM] | 14 | 2% | 2%
CCCNC(=O)[C@@H]1CCCN1C(=O)C1CCN(S(=O)(=O)c2ccc(C)cc2)CC1 | 18% | -8% | 0% | 0 | -8% | 1%
Cc1ccc(CN2CCSc3ccc(C(=O)NCc4cccnc4)cc32)cc1 | 25µM* | -12% | -12% | 61 | -15% | 0%
CC1(C)OC(=O)N2CCc3ccccc3C21C (centres undefined) | 16% | -20% | -10% | 39 | 5% | 5%
C[C@@H]1COC(=O)[C@@H](CC(=O)OC(C)(C)C)C/C=C\C[C@H](CC(=O)N(CCO)Cc2ccccc2)C(=O)N1 | 0% | · | 3% | 11 | · | ·
CCOc1ccc(Oc2cc(NC(=O)c3ccco3)cc([N+](=O)[O-])c2)cc1 | ? | 15% | -21% | 7 | -3% | 0%
Cc1ccc(S(=O)(=O)N2CCN(C(=O)C3CC(=O)N(c4ccc5c(c4)OCCO5)C3)CC2)cc1 (centres undefined) | 0% | 7% | -11% | ? | 4% | ·
Cc1cccc(Nc2nnc(SCC(=O)NCc3cccs3)s2)c1 | -6% | · | -7% | -8 | 2% | 6%
Cc1ccc(-c2nc(CN3CCCC(C(=O)N4CCOCC4)C3)c(C)o2)cc1 (centres undefined) | ? | -6% | -10% | · | -1% | -1%
CC1(C)CC(=O)C/C(=N/Nc2nc3ccccc3s2)C1 | ? | 14% | 56%[activator] | -20 | -1% | -5%
O=C(CNC1CCCCCC1)Nc1ccc(S(=O)(=O)NC2CC2)cc1 | -20% | -6% | 4% | -27 | 0% | 1%
CN(C(=O)c1ccc(NC(=O)Cc2ccc(NC(=O)C3CCCN(C(=O)C4CCCCC4)C3)cc2)cc1)C1CCCC1 (centres undefined) | -18%[8.37 µM] | · | -3% | -3 | · | ·
CCN(CC)CCNC(=O)Cn1c(=O)c2cccn2c2ccc(F)cc21 | -17% | 3% | 20% | 9 | -6% | 6%
CC1CCc2c(sc3ncn(CC(=O)N=Nc4c(O)[nH]c5ccccc45)c(=O)c23)C1 (centres undefined) | 19% | 1% | 50%[activator] | -23 | -7% | 5%
Cc1cnc(NC(=O)c2ccc(F)c(S(=O)(=O)N3CCOCC3)c2)s1 | ? | -3% | 52%[activator] | -105* | -3% | ·
CCOC(=O)C1C(C(C)=O)=C(c2ccccc2)c2ccccc2N1S(=O)(=O)C(F)(F)F (centres undefined) | -28% | · | -7% | -2 | · | -7%
CCN(CC)C(=O)C(=O)c1cccn1-c1cccc(Cl)c1C#N | 6% | -20% | -1% | 39 | -6% | 0%
CC(=O)c1cccc(CN2CCN(Cc3ccc(C)cc3)C(CCO)C2)c1 (centres undefined) | -4% | -19% | -4% | 43 | -4% | 2%
Cc1ccc(C(=O)Nc2ccccc2C(=O)OCc2cc(=O)n3nc(C(C)C)sc3n2)cc1 | · | 5% | · | -14 | 16% | ·
Cc1ccn2cc(CCNC(=O)C3CCCCC3)nc2c1 | -15% | 3% | -6% | 6 | 3% | -8%
CCCCn1ccnc1C(=O)c1cc(S(=O)(=O)N2CCOCC2)ccc1C | 11µM* | -12% | -3% | -66* | -3% | -10%
COC1C(C)OC(OC2CC(C)(O)Cc3cc4c(c(O)c32)C(=O)c2c(O)cc3c(c2C4=O)OC2OC3(C)C(O)C(N(C)C)C2O)C(OC)C1(C)OC (centres undefined) | 4µM* | · | -9% | -98* | · | ·

Nothing new here: 4 of the compounds above.
SMILES | HCV inh | Sm TGR block | AMA1-RON2 inh | HCMV antiviral | AmpC inh detg | FBPA Giardia inh
Cc1ccc(CN2CCSc3ccc(C(=O)NCc4cccnc4)cc32)cc1 | 25µM* | -12% | -12% | 61 | -15% | 0%
CC1(C)OC(=O)N2CCc3ccccc3C21C (centres undefined) | 16% | -20% | -10% | 39 | 5% | 5%
C[C@@H]1COC(=O)[C@@H](CC(=O)OC(C)(C)C)C/C=C\C[C@H](CC(=O)N(CCO)Cc2ccccc2)C(=O)N1 | 0% | · | 3% | 11 | · | ·
CCOc1ccc(Oc2cc(NC(=O)c3ccco3)cc([N+](=O)[O-])c2)cc1 | ? | 15% | -21% | 7 | -3% | 0%

Next part
SMILES | HCV inh | Sm TGR block | AMA1-RON2 inh | HCMV antiviral | AmpC inh detg | FBPA Giardia inh
CC(C)C[C@H]1CNC(=S)N1CC1CCCN1C[C@H](CC(C)C)N1C[C@H](Cc2ccc(O)cc2)N(CC2CCCCCC2)C1=S (some centres undefined) | 25% | · | 29% | -102* | · | ·
CCCN1C(=O)c2cc(C(=O)Nc3ccc(OC)cc3OC)ccc2C1Nc1ccc(OC)cc1OC (centres undefined) | ? | 0% | 14µM* | -28 | 0% | -15%
O=C1CC(c2c[nH]c3ccccc23)C(=O)N1c1ccccc1 (centres undefined) | 8% | -10% | 5% | -5 | -8% | -3%
COc1cc(/C=N/NC(=O)Cn2nc([N+](=O)[O-])cc2C)cc(Br)c1OCc1ccccc1 | ? | -27% | 14% | -6 | 4% | 3%
Cc1ccc(OCc2nc3ccccc3n2C)cc1 | 0% | 1% | -2% | 64 | -5% | -3%
C[C@@H]1NC(=O)OC1c1ccco1 (some centres undefined) | 10% | -12% | -3% | 36 | 9% | ·
Cc1cc(C)c(C#N)c(SCC(O)COc2ccc(Br)cc2)n1 (centres undefined) | ? | 1% | -2% | -20 | -4% | -3%

Entries listed so far that have a CF3 group:
SMILES | HCV inh | Sm TGR block | AMA1-RON2 inh | HCMV antiviral | AmpC inh detg | FBPA Giardia inh
Nc1nc(N)c2sc3nc(C(F)(F)F)cc(C(F)(F)F)c3c2n1 | 7% | -19% | 3% | -13 | -3% | 1%
CCOC(=O)C1C(C(C)=O)=C(c2ccccc2)c2ccccc2N1S(=O)(=O)C(F)(F)F (centres undefined) | -28% | · | -7% | -2 | · | -7%

Source: PubChem (National Center for Advancing Translational Sciences (NCATS))

Rows are unselected (roughly 9.3% active in at least one column).
